# Source: PubChem BioAssay
# Ecoli viability: counter-screen for AddAB inhibitors: E. coli growth inhibition; E. coli V3065 growth, OD600 absorbance, 18 h; inhibition, % at 11.9 µM; hit rate 0.27% among 330,000; AID 449728;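 active means inhibition above the campaign's mean inhibition across all tested compounds plus 3 SD, cut at about 9.9% in these data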;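 further: uninfected addAB+ strain grown without phage in ampicillin broth; 0% = DMSO wells and 100% = ciprofloxacin 0.95 µg/ml wells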
# DAGLB inh: blocks human DAGLB lipase activity. Q8NCG7. HEK293T DAGLB membrane lysate, EnzChek fluorogenic substrate. inhibition, % at 5.17 µM. hit rate 0.059% among 340,000; in the data active means inhibition above about 34%;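 further: 0% = enzyme with vehicle and 100% = wells lacking enzyme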
# Target sequence (Q8NCG7 whole entry, looked up): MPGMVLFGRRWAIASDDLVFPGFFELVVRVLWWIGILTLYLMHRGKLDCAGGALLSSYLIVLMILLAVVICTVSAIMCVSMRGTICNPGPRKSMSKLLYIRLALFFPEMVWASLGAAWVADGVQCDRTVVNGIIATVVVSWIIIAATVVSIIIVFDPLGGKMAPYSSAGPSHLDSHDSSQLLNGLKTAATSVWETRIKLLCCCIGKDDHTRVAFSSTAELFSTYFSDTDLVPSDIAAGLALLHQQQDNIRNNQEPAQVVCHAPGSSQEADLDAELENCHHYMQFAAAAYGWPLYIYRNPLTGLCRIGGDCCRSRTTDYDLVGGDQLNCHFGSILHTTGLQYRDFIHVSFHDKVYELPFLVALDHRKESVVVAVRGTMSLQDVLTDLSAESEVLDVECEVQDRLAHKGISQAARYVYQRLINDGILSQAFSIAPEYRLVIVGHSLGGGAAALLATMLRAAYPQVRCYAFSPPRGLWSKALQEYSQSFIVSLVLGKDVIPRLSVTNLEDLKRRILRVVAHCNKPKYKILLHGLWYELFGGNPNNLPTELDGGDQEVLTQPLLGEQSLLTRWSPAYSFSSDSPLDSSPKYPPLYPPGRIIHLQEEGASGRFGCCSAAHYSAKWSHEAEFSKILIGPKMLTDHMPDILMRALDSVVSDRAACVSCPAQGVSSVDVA
# PfHsp90 set2: inhibits growth of yeast expressing Plasmodium falciparum Hsp90; inhibition, % at 9.4 µM; S. cerevisiae expressing PfHsp90, BacTiter-Glo ATP, 48 h; yeast lacking PDR1 and PDR3 efflux regulators; hit rate 0.32% among 310,000; AID 504621;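 active means every replicate shows inhibition above about 80%, whatever the replicate mean, limit read from the data; inconclusive means mean inhibition reaches the set limit but some replicate falls short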;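 further: 0% = DMSO neutral controls and 100% = 20 µM radicicol positive controls; yeast relying on Plasmodium falciparum Hsp90 in place of its own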
# Tat transport: inhibitors of E. coli Tat protein transport. E. coli MC4100 TorA-mCherry Tat export, fluorescence. inhibition, % at 10 µM. hit rate 0.036% among 340,000;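 active means mean replicate inhibition at least 50% and at least half of replicates individually reaching 50%; inconclusive means only one of the two criteria met; inactive means neither criterion met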;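 further: exported cargo escapes ClpAP degradation while cytoplasmic cargo is degraded and loses fluorescence; 0% = median of neutral control wells and 100% = median of NaSCN control wells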
# AddAB inh: less growth of phage-infected E. coli with AddAB. AID 435030. hit rate 0.29% among 330,000. E. coli expressing H. pylori AddAB, absorbance growth. inhibition, % at 11.9 µM; in the data active means inhibition above about 12%;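 further: 0% = vehicle wells of infected cells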
# Wnt act: activators of Wnt/beta-catenin signaling. Wnt/beta-catenin reporter cell assay, activator, plate reader. activation, % at 9.35 µM. hit rate 1.2% among 300,000. AID 743398; in the data active means activation above about 30%, passing the limit was not always enough; inconclusive means no clear call, values can overlap the other calls;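 further: 0% = neutral control wells and 100% = positive control wells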
# Rtt109 HAT inh: blocks Candida albicans Rtt109/Vps75 acetyltransferase activity; purified Rtt109/Vps75, ThioGlo CoA-SH fluorescence, 4 h; AID 540336; Q5AAJ8; inhibition, % at 34.9 µM; hit rate 0.16% among 330,000;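 active means inhibition of at least 50% in every replicate; inconclusive means best replicate reaches 50% inhibition but some replicates fall short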
# Target sequence (Q5AAJ8 whole entry, looked up): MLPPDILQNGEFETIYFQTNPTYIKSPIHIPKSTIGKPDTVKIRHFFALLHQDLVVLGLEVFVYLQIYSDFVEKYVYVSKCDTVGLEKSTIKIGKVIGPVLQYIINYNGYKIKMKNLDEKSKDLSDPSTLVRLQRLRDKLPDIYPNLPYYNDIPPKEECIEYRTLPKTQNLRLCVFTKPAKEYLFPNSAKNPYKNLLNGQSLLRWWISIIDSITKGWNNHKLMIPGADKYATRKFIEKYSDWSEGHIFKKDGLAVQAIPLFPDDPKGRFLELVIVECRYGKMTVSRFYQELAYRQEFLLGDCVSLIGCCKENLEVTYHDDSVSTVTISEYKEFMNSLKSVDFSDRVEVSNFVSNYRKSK
# CAL PDZ inh: inhibitors of human CAL PDZ peptide binding. hit rate 0.02% among 330,000. Q9HD26. purified CAL PDZ, TMR-peptide fluorescence polarization, 1 h. inhibition, % at 20 µM. AID 504414;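 active means highest replicate inhibition of at least 40%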;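 further: plate controls were DMSO neutral control wells for no effect and unlabeled competitor peptide control wells for full effect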
#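 Material – purified CerCALP PDZ construct · Detection – FP readout, S and P plane fluorescence · Measure – percent inhibition from loss of millipolarization · Controls – unlabelled peptide for full inhibition, DMSO wells as neutral · Probe or stimulus – TMR-labelled reporter peptide T*-PRC34 bound in PDZ groove · Times – 1 h at RT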
# phage Ecoli inh: E. coli growth loss with phage present. growth absorbance. hit rate 0.26% among 360,000. inhibition, % at 11.9 µM; in the data active means inhibition above about 11%
# PvdQ acylase: blocks Pseudomonas aeruginosa PvdQ acylase activity. purified PvdQ acylase, fluorescence plate reader. inhibition, % at 10 µM. AID 488965. hit rate 0.063% among 340,000; in the data active means inhibition above about 30%, passing the limit was not always enough; inconclusive means no clear call, values can overlap the other calls;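 further: 0% = vehicle neutral wells and 100% = reference inhibitor wells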
# The depositor's hits bear a star; ? = inconclusive; · = not tested or not shown. Compounds were not picked by outcome, and some 1.9% of all compounds hit somewhere here.
# Each structure is followed by: Ecoli viability	DAGLB inh	PfHsp90 set2	Tat transport	AddAB inh	Wnt act	Rtt109 HAT inh	CAL PDZ inh	phage Ecoli inh	PvdQ acylase
O=C(COc1ccccc1)Nc1ccc2c(c1)C(=O)N(CC1CCCO1)C2=O (stereo not given)
→ 0.7	-2	-13	-1	-1.9	-1	-2	-2.1	0.4	-15
CCc1cc(C)c(O)c(CC)n1
→ -0.6	-7	-16	0	2.2	·	7	-0.1	·	-7
COC(=O)C1=C(C(=O)OC)SC2(S1)C(C(=O)OC)=C(C(=O)OC)SC1=C2c2cccc(C)c2NC1(C)C
→ -1.0	-1	-26	3	-1.9	-17	5	-0.1	0.4	-4
COC(=O)c1ccccc1NC(=O)N1CCN(S(C)(=O)=O)CC1
→ 0.6	-2	17	2	-0.9	0	-2	·	6.4	4
CC(C)=NOC(=O)c1c(C)noc1-c1snnc1C
→ -0.1	1	-12	4	1.1	1	-7	0.3	-1.0	-11
O=C(O)c1ccc(N=Nc2c(O)ccc3ncccc23)cc1
→ 1.2	13	-24	4	0.7	0	3	-1.3	0.5	?
Cc1ccc(NC(=O)Cn2nc(C)c(S(=O)(=O)N(C)C)c2C)cc1C
→ 1.1	1	0	-8	-0.1	-3	7	-2.3	3.1	8
COC(=O)c1cccc(N2C(=O)c3ccccc3S2(=O)=O)c1
→ -0.6	-5	-6	10	1.0	-6	1	-1.7	-0.3	-14
Cc1ccc(NC(=O)CN2C(=O)NC3(CCc4ccccc43)C2=O)cc1Cl (stereo not given)
→ 0.2	1	-6	3	3.8	-1	3	-0.7	4.1	-12
COc1cc(NC(=O)CSc2nc(=O)n(CCCN3CCOCC3)c3c2CCC3)cc(OC)c1
→ 0.2	0	·	-1	1.9	-1	-10	-5.1	-2.7	-16
O=S(=O)(c1cnc[nH]1)N1CCN(C(c2ccc(F)cc2)c2ccc(F)cc2)CC1
→ -0.6	1	3	-1	-0.6	-1	-7	-2.7	1.3	-19
Cc1nc(SCC(=O)NCc2ccco2)c2c(C)c(C)sc2n1
→ -1.1	-3	-22	5	-2.7	3	1	-3.1	3.6	-6
O=[N+]([O-])c1cc(-c2ccn[nH]2)ccc1Cl
→ -2.8	-6	-10	10	0.5	1	1	·	4.3	-3
Cc1ccc(C(C)C)c(OC/C(O)=C(\C#N)c2nc3ccccc3[nH]2)c1
→ -1.8	2	2	-1	2.3	-1	-7	0.4	-2.1	-11
COc1ccc2c(c1)C(=O)Nc1cc(Cl)ccc1N2
→ 1.5	1	-2	-2	1.6	2	-4	0.2	-1.2	-4
O=C(NCCCN1CCCC1)c1ccc(Cn2c(=S)[nH]c3ccc(Br)cc3c2=O)cc1
→ -3.8	·	·	·	-1.1	-8	·	·	1.5	·
O=C(CSc1nnc(-c2ccccn2)n1Cc1ccccc1)N1CCCC1
→ 0.6	2	2	5	2.7	·	-4	-0.3	2.0	-19
O=C(CSc1ccc(Cl)cc1)N1CCOCC1
→ 1.6	-1	-1	-4	1.7	5	-10	-4.1	1.3	-6
CC(C)(C)OC(=O)NCCCCCc1cn([C@@H](CO)C(=O)NCCCCCCCCCCC(=O)N2CCN(C(=O)OC(C)(C)C)CC2)nn1
→ 0.5	-1	-10	31	1.9	-9	20	-1.4	4.4	-8
O=C(NCCOc1ccccc1)C1Nc2ccc(C(F)(F)F)cc2C2c3ccccc3CC12 (stereo not given)
→ 2.8	-6	2	-10	0.9	1	19	-0.1	1.3	0
Cc1ccc(S(=O)(=O)N2CCCC2C(=O)NCc2ccc3c(c2)OCO3)cc1 (stereo not given)
→ -1.1	-2	·	-12	1.2	1	11	-2.8	-1.5	7
CN(Cc1ccccc1)C(=O)CCNS(=O)(=O)c1ccc2c(c1)oc(=O)n2C
→ 0.5	2	27	2	0.7	-3	-4	-0.1	1.4	-18
Cc1csc(-c2cnn(-c3ccccc3)c2NC(=O)c2cccc(C(F)(F)F)c2)n1
→ -2.9	-2	66	11	-2.7	0	-11	-0.9	2.1	-4
C=CCc1cccc(/C=N/c2nc3ccccc3n2CC)c1O
→ -0.8	-1	17	18	-0.9	-2	-6	-4.1	2.9	-18
CN(C)c1ccc(NC(=O)CCN2CCN(c3ccccn3)CC2)cc1
→ -3.0	-2	9	1	2.2	0	-7	0.1	2.8	5
CCOc1ncccc1C(=O)OCc1cccc([N+](=O)[O-])c1
→ -1.6	-9	3	2	1.5	0	7	-0.5	1.1	0
O=C(Nc1nnc(-c2ccccc2F)s1)c1cccnc1
→ 0.6	-1	18	-10	-2.3	-4	1	-1.4	1.7	-9
Cc1ccc(C(=O)Nc2cccc(N3C(=O)C4CCC(C)CC4C3=O)c2)cc1 (stereo not given)
→ 2.2	-3	-21	-1	2.5	0	7	-2.9	-0.2	-15
CSc1nc(-c2ccccc2)cc(C(F)(F)F)c1C#N
→ 0.9	-12	-20	-7	-0.2	-1	-8	0.3	2.7	24
Cc1cccc(-c2nnc(SCC#N)n2Cc2ccccc2)c1
→ 0.2	-2	3	4	2.1	-7	-2	0.3	1.7	8
O=C(CCCc1ccccc1)N=C1SC2CS(=O)(=O)CC2N1c1ccccc1 (stereo not given)
→ 0.2	-3	16	-16	0.2	-1	-8	-2.1	-1.1	7
CCOC(=O)N1CCN(CC(=O)n2c(C)c(C)c3ccccc32)CC1
→ 0.4	-2	·	-4	4.6	7	2	-0.7	-0.6	-5
O=C(N/N=C1/CCS(=O)(=O)c2ccc(F)cc21)c1cccnc1
→ 1.5	-3	5	8	2.8	-1	-1	-0.2	2.5	-10
COc1ccc(-c2csc(C)n2)cc1OC
→ -1.2	3	·	-7	3.9	7	6	-1.0	-1.1	-11
O=C(NC(NC(=S)Nc1ccc(Cl)cc1)C(Cl)(Cl)Cl)c1ccco1 (stereo not given)
→ 15*	3	5	-53	18*	-3	-14	-1.0	20*	-4
Cn1c(=O)c([N+](=O)[O-])c(NC2CCS(=O)(=O)C2)c2ccccc21 (stereo not given)
→ -2.5	2	30	5	0.8	6	-5	0.2	1.0	-12
O=C(Nc1cc(C(=O)N2CCCC2)ccc1N1CCCC1)c1ccccc1F
→ -2.2	-5	-1	0	-0.7	·	0	-0.4	2.9	-16
CCOc1cccc2cc(-c3csc(NC(=O)CCC(=O)N4CCC(C)CC4)n3)c(=O)oc12
→ 2.2	1	·	-1	2.8	·	10	-0.3	1.0	4
CN(C)CCNC(=O)c1cccc2[nH]c(-c3ccncc3)nc12
→ ·	-2	-33	4	·	-2	-4	-0.4	3.8	-10
O=C(CCC(=O)OCC(F)(F)C(F)F)Nc1ccc(F)cc1F
→ 0.2	1	2	-8	0.7	-2	-3	-0.6	2.5	1
CCOC(=O)CCP(=O)(O)C(C)(O)c1ccccc1 (stereo not given)
→ -2.4	0	-19	1	1.4	·	1	-1.2	3.0	-17
O=C1Cc2ccccc2Sc2ccccc21
→ 0.3	-4	-47	5	3.6	·	-2	-0.9	1.1	-5
CCc1ccc(NC(=S)NCc2cccnc2)cc1
→ 11*	1	-1	-9	14*	-4	-1	0.7	7.1	-5
CCc1ccc(OCCOCC(O)CNC(C)(C)C)cc1 (stereo not given)
→ 1.4	-1	29	0	1.1	0	2	-0.4	2.7	-6
CCOC(=O)N1CCC(NC(=O)c2cccc3c2C(=O)N(CCOC)C3)CC1
→ 0.2	2	-15	-10	-2.9	-3	1	-0.2	0.6	5
Cc1cc(C(=O)COc2cccnc2[N+](=O)[O-])c(C)n1-c1ccccc1F
→ 1.4	-2	-21	-3	0.8	4	1	-0.2	2.8	-9
Cc1cc(C)cc(NC(=S)NCc2cccnc2)c1
→ 0.0	-1	-7	-13	6.0	1	-12	-2.0	3.2	-1
CCOc1ccc(NS(=O)(=O)c2cc(C(=O)N3CCC3)ccc2Cl)cc1
→ -0.1	-2	-6	-6	1.0	4	1	-0.7	5.3	1
Cc1ccc(-c2noc(C3CCCN(C(=O)C4CCCCC4)C3)n2)o1 (stereo not given)
→ 0.3	-6	2	7	3.8	·	22	0.0	2.9	2
O=C(COc1ccccc1)Nc1nc(-c2cccnc2)cs1
→ -1.9	0	-9	3	0.8	4	-3	-1.2	1.9	-12
CC(=O)Nc1ccc(S(=O)(=O)NCC(=O)OCC(=O)c2ccc[nH]2)cc1
→ -3.2	0	-21	-5	-0.3	2	-12	0.1	2.1	-14
COc1cnc(-c2ccccn2)nc1Oc1ccc(Cl)c2ccccc12
→ -1.6	2	·	0	1.1	-12	-15	-2.0	3.1	7
O=C(CCc1ccccc1)NC(=S)Nc1ccccc1[N+](=O)[O-]
→ 0.8	-4	-22	11	1.5	1	6	0.3	2.3	-5
CSc1nnc(-c2cccs2)n1C
→ -2.3	0	-1	13	0.5	-1	0	·	4.0	-1
COc1ccc(N2CC(C(=O)N/N=C/c3cccs3)CC2=O)cc1 (stereo not given)
→ -1.7	2	-12	-8	4.3	-2	-7	-1.6	2.7	-8
Cc1nn(CCCC(=O)O)c(C)c1[N+](=O)[O-]
→ 1.2	0	24	2	-0.3	-1	-6	-3.7	1.8	-16
O=S1(=O)N=C(c2ccccc2)c2ccccc21
→ -1.7	0	-12	0	2.4	-1	-2	-0.3	1.8	-10
CCOC(=O)c1cnc(SC)nc1Oc1cccc(NS(=O)(=O)c2ccc(F)cc2)c1
→ -3.6	0	-11	3	0.4	-2	-7	-1.6	2.8	-10
COc1ccc(C(CNC(=O)CSc2ccc(Br)cc2C)N2CCOCC2)cc1 (stereo not given)
→ 0.5	-1	·	-7	2.4	2	13	-2.6	1.4	2
O=C(Nc1cccc(-c2nc3ccccc3s2)c1)C1=COCCO1
→ -0.6	-5	15	-4	2.2	·	-1	-2.4	1.9	-13

# Following part:
# Each structure is followed by: Ecoli viability	DAGLB inh	PfHsp90 set2	Tat transport	AddAB inh	Wnt act	Rtt109 HAT inh	CAL PDZ inh	phage Ecoli inh	PvdQ acylase
COc1ccc(OCCSc2n[nH]c(N)n2)cc1
→ 2.4	-2	7	-8	2.8	·	4	-1.1	1.5	1
O=[N+]([O-])c1ccc2c(c1N1CCCCC1)=NC1(CCCCC1)[N+]=2[O-]
→ -0.3	2	-7	-2	0.8	1	7	0.1	1.8	-12
Cc1cc(C)n(C(=O)COc2ccccc2[N+](=O)[O-])n1
→ -0.2	-4	5	-1	1.0	0	5	-1.7	2.7	-8
Clc1ccc(NC2=NCCC2)cc1Cl
→ 0.7	1	-3	0	0.1	·	-4	·	1.2	-5
Cc1ccc(NC(=S)Nc2cccc3cnccc23)cc1
→ -0.7	1	-24	-18	-0.1	26	·	0.2	3.3	-15
COC(=O)CC1SC(=O)NC1=O (stereo not given)
→ -1.6	-1	2	0	-2.7	·	-4	-1.4	4.0	-11
